Compound activity as filed in PubChem BioAssay.
USP2a block – USP2a (human) protease inhibition; O75604; USP2 core, Ub-CHOP2 coupled fluorogenic reporter, 485/531; Potency, µM (doses to about 38.3 µM), inactives show at the highest dose activity change, negative = inhibition, most hits filed as inhibitors; hit rate 0.01% among 330,000; AID 463254;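 note: potency is the fitted concentration of half-maximal effect; plate controls were DMSO wells for no effect and full inhibition by NEM control for full effect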
Target sequence (O75604 whole entry, looked up): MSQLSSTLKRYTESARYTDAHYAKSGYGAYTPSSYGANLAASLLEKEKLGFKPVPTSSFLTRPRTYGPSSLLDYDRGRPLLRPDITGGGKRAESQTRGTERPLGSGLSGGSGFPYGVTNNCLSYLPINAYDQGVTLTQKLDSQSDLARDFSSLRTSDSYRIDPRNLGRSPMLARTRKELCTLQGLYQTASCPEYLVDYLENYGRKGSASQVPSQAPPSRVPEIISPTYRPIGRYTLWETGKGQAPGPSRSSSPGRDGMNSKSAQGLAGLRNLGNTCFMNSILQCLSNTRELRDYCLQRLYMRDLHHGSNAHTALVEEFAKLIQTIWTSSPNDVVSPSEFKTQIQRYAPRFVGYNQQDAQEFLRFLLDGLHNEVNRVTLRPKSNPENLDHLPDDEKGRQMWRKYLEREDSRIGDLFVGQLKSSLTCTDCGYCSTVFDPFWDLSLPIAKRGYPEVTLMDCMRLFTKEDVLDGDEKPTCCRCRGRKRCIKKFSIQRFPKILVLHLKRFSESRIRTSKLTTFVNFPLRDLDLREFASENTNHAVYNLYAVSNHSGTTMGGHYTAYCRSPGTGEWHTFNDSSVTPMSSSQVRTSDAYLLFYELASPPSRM
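USP2 core (10nM final) preincubated 30min RT with compound in 20mM Tris-HCl pH 8.0, 2mM CaCl2, 2mM beta-mercaptoethanol, 0.05% CHAPS; 25nM Ub-CHOP2 plus 25nM reporter substrate added, fluorescence (Ex485/Em531) read after 60min.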
ELG1 genotoxic – genotoxicity induction in ELG1-luciferase HEK293T cells; HEK293T ELG1-luciferase reporter, luminescence, 16 h; Potency, µM (doses to about 46 µM), inactives show top-dose activity change, positive = activation, most hits filed as activators; hit rate 1.3% among 330,000; AID 504466; note: potency is the fitted concentration of half-maximal effect; % of control where 0% means no effect; nearly all actives have a fitted effect of over 60% in size
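Genotoxicity was scored as increased ELG1-luciferase reporter signal, measured by ONE-Glo luminescence (30 min, room temperature). Compound or vehicle exposure of the HEK293T reporter cells lasted 16 hr at 37°C.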
TSG101-PTAP inh – blocks PTAP/TSG101 interaction to inhibit HIV-1 budding. Q99816. Fluorescence polarization, FITC-PTAP peptide / Tsg101 binding. Potency, µM (top dose mostly 115 µM), for inactives: at the highest dose activity change, negative = inhibition, actives largely listed as inhibitors. 340,000 tested, under 10 active. AID 493005; active = well fitted inhibition curve with a large enough effect in the main read-out, with a control signal flat, not every such curve was filed as active; inconclusive = small, poorly fitted or top-dose-only effect, or effect the other way, or a change in a side signal; inactive = no such curve, though single readings can be large or run the other way; note: potency is the fitted concentration of half-maximal effect; % of control where 0% means no effect
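FP read-out: FITC-PTAP peptide, 50 nM final, binding Tsg101 binding domain, 10 uM final; 20 min, r.t.; 10 mM HEPES pH 7.5, 0.15 M NaCl, 0.01% Tween 20, 3 mM EDTA, 0.1 mM TCEP.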
BRCA1 expr up – activators of BRCA1 expression; Potency, µM (highest dose often 46.1 µM), for inactives: top-dose activation, hits mostly activators; MCF7-BRCA1-FFLuc reporter, luminescence, 48 h; response scale: scaled: vehicle 0%, 10 µM genistein 100%; hit rate 1.1% among 380,000; note: potency is the fitted concentration of half-maximal effect; nearly all actives have a fitted effect of over 80% in size; some results filed as inactive show a strong effect at the top dose
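Quantitative HTS in MCF7 cells stably reporting BRCA1 expression via firefly luciferase. Compound treatment lasts 48 h at 37 °C in phenol-red free MEM. Activation is expressed relative to genistein at 10 microM and DMSO.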
ASM inhibitor – human S-ASM enzyme inhibition; placental ASM, HMU-PC fluorogenic substrate, 60 min; Potency, µM (titrated, usually from 57.5 µM), for the others: top-dose activity change, negative = inhibition, usual class: inhibitors; hit rate 0.006% among 340,000; P17405; note: potency is the fitted concentration of half-maximal effect
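Steps: dispense placental human ASM, pin compound, wait 10 min at room temperature, add HMU-PC0 substrate at 9 uM final, incubate 60 min at 37 °C, add stop solution raising pH to 10, read fluorescence.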
uPA generation – blocks generation of uPA at the cell surface; cell surface uPA generation assay, qHTS; Potency, µM (series often up to 38.3 µM), for inactives: at the top dose activity change, negative = inhibition, hits mostly inhibitors; hit rate 0.31% among 330,000; AID 540303; active = well fitted inhibition curve with a large enough effect; inconclusive = small, poorly fitted or top-dose-only effect; inactive = no such curve, though single readings can be large or run the other way; tested in mouse RAW 264.7 cells; note: potency is the fitted concentration of half-maximal effect; % is set by controls: 0 for no effect and ±100 for the full control effect; nearly all actives have a fitted effect of over 55% in size
Eya2 inh – inhibitors of human Eya2 phosphatase activity | recombinant Eya2, OMFP fluorescence dephosphorylation (OMFP is methylfluorescein phosphate) | Potency, µM (top dose mostly 76.9 µM), without a hit: at the top dose activity, negative = inhibition, most hits filed as inhibitors | hit rate 0.006% among 330,000; note: potency is the fitted concentration of half-maximal effect; % is set by controls: 0 for no effect and ±100 for the full control effect
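Eya2 (0.2 uM) preincubated 10 min at ambient with compound, then OMFP substrate added at 50 uM; 10 min reaction in 50 mM HEPES pH 7.5, 50 mM NaCl, 5 uM MgCl2, 0.05% BSA, 1 mM DTT. Fluorescence read at Ex 485/Em 525 nm.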
B2AR arrestin – agonists driving beta-arrestin recruitment to human beta2-adrenergic receptor; Potency, µM (highest dose often 46.1 µM), for the others: top-dose activation, usual class: activators; hit rate 0.02% among 330,000; beta-arrestin recruitment to beta2AR, cell-based reporter;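 note: potency is the fitted concentration of half-maximal effect; 0% = DMSO controls and full agonism = EC100 isoproterenol or metaproterenol; nearly all actives have a fitted effect of over 65% in size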
Target sequence (P07550 whole entry, looked up): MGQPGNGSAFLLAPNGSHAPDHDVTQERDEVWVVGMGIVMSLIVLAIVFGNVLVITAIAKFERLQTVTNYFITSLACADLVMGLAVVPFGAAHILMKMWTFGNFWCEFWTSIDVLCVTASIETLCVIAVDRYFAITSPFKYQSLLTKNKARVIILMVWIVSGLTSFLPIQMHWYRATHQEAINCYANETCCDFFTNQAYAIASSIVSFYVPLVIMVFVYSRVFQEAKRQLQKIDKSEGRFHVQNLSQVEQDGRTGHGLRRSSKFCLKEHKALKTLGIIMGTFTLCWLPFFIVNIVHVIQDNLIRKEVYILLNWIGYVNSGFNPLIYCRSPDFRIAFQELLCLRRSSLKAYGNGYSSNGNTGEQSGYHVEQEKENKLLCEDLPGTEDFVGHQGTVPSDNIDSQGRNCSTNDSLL
p53 reactivator – mutant p53 re-activation in reporter cells; H1299 p53-A138V BP100-luciferase reporter, luminescence, 24 h; Potency, µM (doses to about 92.2 µM), without a hit: at the top dose activity change, positive = activation, usual class: activators; hit rate 0.063% among 320,000; note: potency is the fitted concentration of half-maximal effect; % of control where 0% means no effect; nearly all actives have a fitted effect of over 45% in size
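p53-null H1299 cells stably carrying temperature-sensitive p53-A138V and a BP100-luciferase reporter were pinned with compounds (4-point, 1:5 series) and held 24 hrs at 37 deg C. Luminescence was read 10 min after detection reagent.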
a7 integrin act – integrin-mediated muscular dystrophy alleviation activation; Potency, µM (highest dose often 38.3 µM), inactives show at the top dose activation, actives largely listed as activators; alpha7betagal myoblasts, beta-gal FDG fluorescence, 48 h; hit rate 0.064% among 350,000;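 note: potency is the fitted concentration of half-maximal effect; 100% = response of the positive control SU9516; nearly all actives have a fitted effect of over 60% in size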
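alpha7betagal+/- myoblasts (passage 13, 250/well) treated 48 h at 37C with compounds at 1:260 dilution of DMSO stock. Lysed, then beta-galactosidase activity read as FDG fluorescence (ex 480/em 540) after 30 min, with pre-read for autofluorescence.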
TRPV1 agonist – human TRPV1 agonism | hit rate 0.19% among 320,000 | TRPV1-expressing cells, Fluo-8 calcium influx, agonist mode | activation, % at 8.33 µM | Q8NER1; in the data active = activation above about 80%; inconclusive = between about 30% and that limit; note: 0% is about no effect
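Fluo-8 calcium influx in TRPV1-expressing cells, kinetic read (ex 480/em 520 nm). Compound added and read 3 min for agonist activity, followed by capsaicin at EC20 final and 2 min further read for enhancement.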
An asterisk follows results filed as active; ? = inconclusive; / = no result given; [ ] = remark or other dose. Unless noted, calls come from the whole dose curve; as a rule, active = well fitted curve in the direction sought with a large enough effect; inconclusive = small, poorly fitted or top-dose-only effect, or another doubt; inactive = no such curve, though single readings can be large; an effect the other way counts as inactive or inconclusive. Not a hit list; overall some 2.6% were active at least once.

Results follow in this order: USP2a block, ELG1 genotoxic, TSG101-PTAP inh, BRCA1 expr up, ASM inhibitor, uPA generation, Eya2 inh, B2AR arrestin, p53 reactivator, a7 integrin act, TRPV1 agonist
Cc1ccc(C)c(OCC(=O)NNC(=O)C2CCC2)c1
→ 4%, -2%, -9%, 1%, 6%, 0%, 0%, 0.0%, ?, 0%, -2
CC(=O)N1c2ccc(S(=O)(=O)N3CCCC(C(=O)Nc4cccc(Cl)c4)C3)cc2CC1C (stereo not drawn)
→ -2%, -5%, -8%, -56%, -13%, 0%, 10%, 0.1%, 5%, -40%, -1
CCCCN(C)C(=S)Nc1ccc(Oc2ccccc2)cc1
→ 1%, 5%, 1%, 5%, 0%, 0%, -19%, -1.0%, 7%, -4%, 20
Cc1c(C(=O)OCC(=O)Nc2ccc(C(=O)N(C)C)cc2)oc2ccccc12
→ -1%, 10%, -4%, -32%, 0%, 3%, 13%, -0.1%, -3%, 4%, -3
CSc1ncccc1C(=O)OCc1c(F)cccc1Cl
→ 0%, 8%, -1%, 40%, 2%, -1%, 3%, 0.1%, 1%, -19%, -1
N/C(CC(=O)Nc1cccc(C(F)(F)F)c1)=N/O
→ 3%, -2%, 1%, 10%, 0%, -1%, -5%, 0.2%, 1%, -23%, 4
O=C(COC(=O)c1ccc(S(=O)(=O)N2CCCC2)cc1)Nc1ccccc1
→ -1%, 3%, -1%, -4%, 2%, 1%, -5%, 0.1%, 3%, -10%, -2
CCOC(=O)c1ccc(NC(=O)c2ccc3c(c2)C(=O)N(CC2CCCO2)C3=O)cc1 (stereo not drawn)
→ 2%, -8%, 1%, -8%, -6%, 4%, 0%, 0.0%, 0%, -35%, 24
Cc1nc2ccccn2c1C(=O)NNC(=S)Nc1ccccc1
→ -4%, 0%, -2%, 15%, 2%, 2%, -7%, 4.7%, 12%, 3%, 0
Cc1csc(N)n1
→ 2%, 4%, 0%, 6%, -1%, 3%, 2%, -0.4%, -2%, /, 2
CCOC(=O)C1=C(C)NC(=O)C(C#N)C1c1ccco1 (stereo not drawn)
→ 2%, 3%, -1%, 5%, 0%, /, 7%, -1.0%, 1%, -4%, 10
COc1ccc(S(=O)(=O)N2CCN(CCCOc3ccc(F)cc3)CC2)cc1OC
→ -2%, -13%, -4%, -20%, -1%, -4%, -12%, -0.8%, 3%, 5%, 13
O=C(Nc1ccc(F)cc1)C1(S(=O)(=O)c2ccc(Cl)cc2)CC1
→ -2%, -4%, -3%, 0%, -1%, 4%, 2%, 0.1%, -6%, 4%, 6
O=C(NN=C1CCCCCC1)c1cn(-c2ccccc2)nc1-c1ccccc1
→ 3%, 0%, -4%, -9%, /, 0%, -1%, 0.4%, 2%, 17%, 17
N#Cc1c(N2C(=O)Nc3ccccc3N2O)sc2c1CCCCCC2
→ -5%, -3%, -2%, 12%, 9%, -2%, 0%, -0.5%, 9%, -9%, -3

Other results follow.
Results follow in this order: USP2a block, ELG1 genotoxic, TSG101-PTAP inh, BRCA1 expr up, ASM inhibitor, uPA generation, Eya2 inh, B2AR arrestin, p53 reactivator, a7 integrin act, TRPV1 agonist
COc1ccc(C)cc1NC(=O)C(Sc1nnc2ccccn12)c1ccccc1 (stereo not drawn)
→ 3%, 1%, -11%, -13%, 1%, -20%, -1%, -0.4%, -8%, -8%, 1
CC(=O)Nc1cccc(C(=O)OCC(=O)Nc2ccc(Cl)cn2)c1
→ 1%, 11%, 0%, 36%, 0%, -2%, 11%, -0.8%, 4%, 15%, -1
CCc1ccc2c(c1)cc(CN(Cc1ccco1)C(C)=O)c1nnnn12
→ 0%, -11%, -9%, -32%, -1%, -12%, -3%, 0.2%, 8%, -17%, -1
CCOC(=O)N1CCN(C(=O)C(=O)Nc2sc3c(c2C#N)CC(C)(C)OC3)CC1
→ 3%, 1%, 0%, 1%, 6%, 0%, 5%, 0.1%, 4%, 5%, -1
NC(=O)N/N=C/c1ccc(-c2ccc([N+](=O)[O-])cc2)o1
→ 2%, 6%, 1%, 42%, 6%, -21%, -1%, -1.0%, 3%, -5%, -3
CN(C)CCNC(=O)c1ccc(Sc2ccc(Br)cc2)c([N+](=O)[O-])c1
→ 0%, -3%, 0%, -49%, -8%, -2%, 1%, -0.5%, ?, -63%[inhibitor], 6
Cc1[nH]c2ccc(C(=O)Nc3ccncc3)cc2c1C
→ 0%, -2%, -1%, 16%, -5%, 8%, -6%, 0.5%, -5%, ?, 3
COc1ccc(-c2noc(CCCC(=O)Nc3cccnc3)n2)cc1OC
→ 0%, 0%, 3%, -3%, 4%, -2%, 2%, -0.1%, 1%, -24%, 0
CC1=C(C(=O)OCc2ccccc2)C(c2ccccc2Cl)NC(=O)N1CCCC(=O)O (stereo not drawn)
→ 0%, 4%, 1%, -1%, 1%, -1%, 13%, 0.3%, /, -11%, 2
COc1ccc(NC(=O)CCNS(=O)(=O)c2ccc3c(c2)c(=O)n(C)c(=O)n3C)cc1
→ 0%, -1%, -6%, -2%, 2%, /, 5%, -0.9%, ?, -16%, 0
Cc1ccc(C(=O)NNC(=O)c2ccc3ccccc3c2)cc1
→ /, /, -4%, 81%, -2%, -1%, /, /, /, -13%, /
CCCOc1ccc(C(=O)NNC(=S)NC(=O)c2ccccc2[N+](=O)[O-])cc1
→ -2%, 3%, -3%, -60%, -2%, -6%, 7%, 4.5%, /, -26%, 9
CC(C)CN1C(=O)C(=O)N(CC(=O)N(C)CC(=O)Nc2ccc(F)cc2)C1=O
→ 1%, 4%, -3%, -8%, 1%, 1%, -2%, 0.1%, -2%, 7%, 1
C[C@@H]1[C@H]2CCCC[C@H]2CN(C(=O)OC(C)(C)C)[C@@H]1CC(=O)c1ccccc1
→ 0%, -5%, 1%, -4%, -8%, -2%, -5%, -0.7%, 23%, -15%, /
COc1cccc(N2CC(C(=O)Nc3ccc(C(=O)OC(C)C)cc3)CC2=O)c1 (stereo not drawn)
→ -1%, -11%, -8%, 2%, -10%, 8%, -9%, -0.9%, 1%, -5%, -5

Other entries.
Results follow in this order: USP2a block, ELG1 genotoxic, TSG101-PTAP inh, BRCA1 expr up, ASM inhibitor, uPA generation, Eya2 inh, B2AR arrestin, p53 reactivator, a7 integrin act, TRPV1 agonist
O=C(Cc1c[nH]c2ccccc12)Nc1ccccc1N1CCOCC1
→ 11%, 0%, -4%, -27%, 1%, 3%, 10%, -0.7%, -1%, 9%, 3
COCCn1c(SCC(=O)Nc2ccccc2C)nc2c(oc3ccccc32)c1=O
→ 1%, -2%, -2%, -30%, -1%, -5%, -16%, -1.0%, -4%, 5%, 2
COc1cc(CNCc2ccc(C(=O)O)cc2)ccc1OCc1ccc(F)cc1
→ 0%, 1%, -1%, 24%, 3%, 4%, -5%, -0.1%, 0%, 4.5µM*, 3
CCOC(=O)Nc1cc(C(=O)OC)cc(C(=O)OC)c1
→ 0%, 3%, 0%, -11%, -2%, -4%, -9%, 0.4%, -7%, -4%, 5
CN(C)c1ccc(/C=N/N=C2/NC(=O)/C(=C/c3ccc([N+](=O)[O-])cc3)S2)cc1
→ 2%, 5%, -1%, -16%, -3%, -6%, 10%, -0.2%, -2%, 21%, -1
Cc1ccc(NC(=O)C2(c3ccccc3)CCCC2)nc1
→ /, /, -5%, -13%, -2%, 3%, /, /, /, 2%, /
O=C(OCC(=O)N1N=C(c2ccc(Cl)cc2)CC1c1ccco1)c1ccco1 (stereo not drawn)
→ 0%, -2%, 1%, -1%, -19%, -2%, 3%, 0.3%, -4%, -39%, -3
O=C(NCCC(=O)N(Cc1ccco1)Cc1cccs1)c1ccc([N+](=O)[O-])cc1
→ 0%, -15%, -1%, -9%, -1%, -2%, -4%, -0.6%, -1%, -12%, 12
O=c1cc(CSc2nnc(-c3ccccc3)o2)c2ccccc2[nH]1
→ 0%, 12%, 1%, 25%, 0%, 3%, 4%, -0.8%, 7%, -2%, -1
O=C(COC(=O)c1ccc(O)cc1O)NC(=O)c1ccccc1
→ /, /, -7%, -1%, -5%, -3%, /, /, /, 1%, /
CCn1c2ccccc2c2cc(NC(=O)c3ccc([N+](=O)[O-])cc3)ccc21
→ -2%, 1%, -7%, -40%, -21%, -9%, 6%, -0.4%, 17%, ?, ?
COc1ccc(NC(=O)CSc2nnc(-c3cccnc3)o2)c(OC)c1
→ 2%, -6%, 1%, 1%, 1%, 2%, -5%, -0.1%, 5%, 5%, -1
Cc1onc(-c2ccccc2Cl)c1C(=O)N/N=C(\N)COc1ccc(Cl)cc1
→ -2%, -7%, -1%, -82%, -2%, -10%, 6%, -0.2%, -4%, -16%, 7
CC(C)N1CCN(C(=O)c2cccc(Cl)c2)CC1
→ -1%, 0%, 0%, 0%, -1%, 3%, ?, 0.1%, -5%, 11%, -2
